DDE Tn7 FP inh – inhibitors of Tn7 peptide binding to fibrin DD(E), primary screen, biochemical, fluorescence polarization, human fibrin, Tn7 probe; inhibition, % at 8.3 µM; FP displacement of FITC-Tn7 peptide from fibrin DD(E); 0% = median of compound wells per plate; Fibrinogen beta chain (Homo sapiens), P02675; AID 720508, 2013; 370,000 tested, 0.13% active;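 active = inhibition above the mean of compounds falling within the control limits plus 3 SD of them, cut at about 14% in these data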;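 note: 0% = plate median of compound wells and 100% = 10 µM Aha-Tn7 peptide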
Target sequence (P02675 whole entry, looked up): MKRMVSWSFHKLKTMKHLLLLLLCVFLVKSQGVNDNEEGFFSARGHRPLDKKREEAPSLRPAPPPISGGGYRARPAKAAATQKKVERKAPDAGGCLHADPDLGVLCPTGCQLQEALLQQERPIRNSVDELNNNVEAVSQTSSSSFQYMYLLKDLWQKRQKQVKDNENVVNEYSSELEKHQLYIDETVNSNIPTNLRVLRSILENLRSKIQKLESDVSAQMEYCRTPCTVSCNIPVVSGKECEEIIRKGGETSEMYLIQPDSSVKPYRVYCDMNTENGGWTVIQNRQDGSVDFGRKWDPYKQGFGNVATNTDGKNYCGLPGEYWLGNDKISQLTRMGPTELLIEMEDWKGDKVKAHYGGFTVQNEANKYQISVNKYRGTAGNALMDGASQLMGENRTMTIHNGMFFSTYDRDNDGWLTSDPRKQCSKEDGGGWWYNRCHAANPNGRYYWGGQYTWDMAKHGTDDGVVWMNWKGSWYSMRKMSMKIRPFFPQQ
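Assay system: Human clot-derived fibrin DD(E) complex | Buffer or medium: Tris/NaCl/CaCl2 buffer, pH 7.8 | Repeats: One replicate per compound | Benchmarks: Aha-Tn7 high control | Measure: % inhibition scaled between sample-field median and high-control FP | Schedule: 10 min plus 3 h, room temperature | Signal: Fluorescence polarization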
LEDGF integ inh – blockers of LEDGF/p75-dependent integrase strand transfer – biochemical, TR-FRET, high throughput, primary screen | AID 743269, 2014 | TR-FRET IN-LEDGF/p75 DNA integration, Eu/Cy5 | inhibition, % at 3.7 µM | 370,000 tested, 0.64% active;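 active = inhibition above the screen-wide mean plus 3 SD, cut at about 13% in these data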;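 note: signal is the Cy5 over europium emission ratio at 671 and 618 nm; 0% = plate median of compound wells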
TDP2 inh – human TDP2 enzyme inhibitors, primary screen, biochemical, epi absorbance, recombinant enzyme; Tyrosyl-DNA phosphodiesterase 2 (Homo sapiens), O95551; T5PNP hydrolysis, p-nitrophenol absorbance 415 nm; inhibition, % at 12.8 µM; 370,000 tested, 0.34% active;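 active = inhibition above the mean of all tested compounds plus 3 SD, set per campaign, cut at about 25% in these data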;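 note: 0% = DMSO with enzyme and 100% = buffer with substrate but no TDP2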
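test system = human TDP2 enzyme | input = TDP2 enzyme at 120 nM final | medium = 50 mM Tris-HCl pH 7.5 with Mg2+, KCl, DTT, BSA | also added = T5PNP substrate, 5 mM | times = 2 h at 37 °C | technique = epi absorbance | benchmarks = high control without enzyme, low control DMSO plus TDP2 | replication = each compound tested once, singlicate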
UHRF1 binding – UHRF1 methylated DNA binding inhibitors, primary screen, counter-screen for MBD2 inhibitor project, biochemical, TR-FRET, human UHRF1, single concentration. inhibition, % at 4.4 µM. 370,000 tested, 0.75% active. UHRF1 binding to methylated oligo. E3 ubiquitin-protein ligase UHRF1 (Homo sapiens), Q96T88; in the data active = inhibition above about 21%;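 note: UHRF1 SRA domain binding a hemimethylated CpG hairpin DNA probe; 0% = median of test compound wells and 100% = reference inhibitor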
SIAE primary – human SIAE inhibitors, primary screen, biochemical, fluorescence polarization, FP-Rh probe, 1536-well HTS. SIAE FP-Rh probe binding. inhibition, % at 9.66 µM. 370,000 tested, 0.69% active;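 active = inhibition above a cutoff: mean of compounds within the control limits plus 3 SD of those, cut at about 17% in these data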;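 note: 0% = plate median of compound wells and 100% = probe without SIAE protein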
HTRA1 inh – HTRA1 serine protease inhibitors, primary screen, biochemical, fluorescence polarization, HTS; recombinant HTRA1, FP-rhodamine activity-based probe; inhibition, % at 5.96 µM; 340,000 tested, 0.5% active; in the data active = inhibition above about 36%;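 note: 0% = enzyme with DMSO and 100% = wells lacking enzyme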
ABHD4 inh – ABHD4 inhibitors, primary screen, biochemical, fluorescence polarization, mouse. 370,000 tested, 0.54% active. purified mABHD4, FP-Rh probe fluorescence polarization. (Lyso)-N-acylphosphatidylethanolamine lipase (Mus musculus), Q8VD66. inhibition, % at 8.92 µM;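 active = inhibition exceeding the mean over every tested compound plus 3 SD, cut at about 30% in these data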;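 note: 0% = plate median of compound wells and 100% = S159A mutant with DMSO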
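Test system: mABHD4 protein; Read-out basis: % inhibition; Incubation: 45 min + 60 min at 25 °C; Repeats: single replicate; Technique: fluorescence polarization with parallel and perpendicular emission, 525/598 nm; Compound: 8.92 µM, single dose; Benchmarks: full inhibition S159A mutant plus DMSO, zero as sample-well median.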
PRMT1 inh – PRMT1 methyltransferase inhibitors, primary screen, biochemical, fluorescence polarization. AID 652257, 2013. recombinant PRMT1, activity-based probe fluorescence polarization. Protein arginine N-methyltransferase 1 (Homo sapiens), Q99873. inhibition, % at 2.79 µM. 370,000 tested, 1.3% active;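 active = inhibition above about 21% made by adding two undisclosed values, limit read from the data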
Target sequence (Q99873 whole entry, looked up): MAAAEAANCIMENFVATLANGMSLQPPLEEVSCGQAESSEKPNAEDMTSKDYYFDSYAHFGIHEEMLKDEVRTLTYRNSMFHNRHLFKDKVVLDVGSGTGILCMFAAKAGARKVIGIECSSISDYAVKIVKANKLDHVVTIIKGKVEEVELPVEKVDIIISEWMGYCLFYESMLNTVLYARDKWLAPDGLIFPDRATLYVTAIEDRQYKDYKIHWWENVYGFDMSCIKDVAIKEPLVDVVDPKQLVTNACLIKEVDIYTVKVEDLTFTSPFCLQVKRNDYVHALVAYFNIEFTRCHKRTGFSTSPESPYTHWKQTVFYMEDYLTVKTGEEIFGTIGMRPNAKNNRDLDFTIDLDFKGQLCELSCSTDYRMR
TCR-CD3 inh – inhibitors of human TCR-CD3 interaction, primary screen, biochemical, fluorescence, TAMRA-labeled TCR probe | T-cell receptor (TCR) | inhibition, % at 9.4 µM | 360,000 tested, 0.37% active | AID 651800, 2012; in the data active = inhibition above about 19%;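 note: recombinant mutant TCR 2C K166C tagged with TAMRA read by polarization; 0% = receptor in buffer alone and 100% = receptor with positive control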
PG9 Ab binder – binders of HIV-1 gp120 antibody PG9, primary screen, biochemical, TR-FRET | inhibition, % at 6.7 µM | HIV-1 gp120 / PG9 antibody interaction | TR-FRET gp120-PG9 antibody binding | 360,000 tested, 0.43% active; in the data active = inhibition above about 8.5%
* = called active by the depositor; nt = no result given.

SMILES,PG9 Ab binder,DDE Tn7 FP inh,TCR-CD3 inh,ABHD4 inh,UHRF1 binding,LEDGF integ inh,HTRA1 inh,PRMT1 inh,TDP2 inh,SIAE primary
CC(=O)c1c(C)[nH]c(C(=O)N2CCN(c3ccc(F)cc3)CC2)c1C,-1.8,4.9,5.5,-3.7,-5.1,-2.3,1.9,-3.3,-7.8,4.6
c1ccc2c(Cn3ccnc3)cccc2c1,-0.1,-3.1,5.6,0.8,-0.2,-0.1,-13.5,-6.5,0.7,-0.5
O=C(C1CC(=O)N(c2ccc3c(c2)OCCO3)C1)N1CCN(c2cccc(C(F)(F)F)c2)CC1 (configuration not stated),-0.6,-0.9,-0.9,1.8,-1.6,1.1,-4.6,-3.0,12.4,12.8
CN(C)CCNC(=O)C12CC3(C)CC(C)(CC(C)(C3)C1)C2,-0.7,-4.9,-2.2,13.3,0.0,0.7,5.3,-2.5,1.5,-3.5
O=C(Nc1cccnc1)NC1CCCCC1,0.4,0.0,-6.8,2.4,24.8*,0.5,3.1,-5.2,-13.5,-1.5
O=[N+]([O-])c1cccc2nc3ccccc3c(NCCCn3ccnc3[N+](=O)[O-])c12,-2.7,-2.1,4.8,8.7,-2.5,2.5,-1.1,-1.8,-15.0,-5.8
CC(=O)N1CCN(Cc2nc3cc(NC(=O)c4ccccc4C)ccc3n2C)CC1,-2.4,-4.1,0.5,-2.4,0.7,-1.2,-3.2,0.1,-1.2,3.5
Cc1ccc(/C=C2/SC(=S)N(CCC(=O)N3CCN(C)CC3)C2=O)cc1,0.3,1.4,-0.3,-25.1,-4.2,-4.0,-6.2,7.5,13.6,-2.3
Cc1cccc(C)c1NC(=O)C(=O)NCC1CCCN1S(=O)(=O)c1ccccc1 (configuration not stated),-0.9,7.9,4.3,0.0,-2.7,-1.2,-4.6,-1.1,-3.5,-1.5
COc1cccc(CN2CCN(Cc3ccc4cccc(F)c4n3)CC2CCO)c1 (configuration not stated),-2.2,0.1,5.3,-0.1,0.0,4.7,1.1,-1.5,-3.3,2.7
CCn1cc([N+](=O)[O-])c(C(=O)NCc2ccc(Cl)cc2)n1,-1.6,8.3,-10.7,1.9,1.4,-2.7,0.4,2.4,1.3,-10.6
CC1=Nc2cc(C(=O)NCC3CCCO3)ccc2Sc2ccc(Br)cc21 (configuration not stated),-1.4,-2.6,2.0,-9.0,-1.4,-0.5,-7.7,-0.4,2.3,3.0
Cc1cc(C)n2nc(SCc3c(F)cccc3Cl)nc2n1,-1.2,-3.6,-1.0,3.4,-1.0,0.9,-1.5,-1.9,14.0,11.9
Cc1ccc(S(=O)(=O)N(C)CC(=O)N2CCC(C(N)=O)CC2)cc1,-0.7,4.2,4.3,0.8,0.4,4.4,-0.2,-3.6,14.7,5.9
FC(F)(F)c1cccc(Cn2cnc(NC(=S)NCCc3ccccc3)n2)c1,-1.9,-6.2,-1.5,2.9,3.7,-5.4,-1.5,2.1,-2.4,-7.1
O=C(O)c1ccc(NC(=O)c2ccccc2NC(=O)c2ccccc2Br)cc1,-0.1,1.1,3.1,-8.9,0.4,-0.4,-4.8,3.0,-15.4,-3.6
COC(=O)C1=C(C)N(CC(C)C)C(=O)C1,0.9,-5.3,1.1,-4.2,0.1,6.1,-4.0,-2.0,1.9,4.4
O=C(CCNC(=O)c1ccc(Cl)cc1)Nc1ncccc1O,-1.9,5.0,3.7,1.5,-2.2,-1.1,4.5,7.5,-3.5,0.0
Cn1nnnc1SCC(=O)Nc1nc2ccccc2s1,0.1,10.8,-7.1,-0.3,0.7,0.3,2.6,0.6,7.7,3.0
Cc1ccc(-c2nnc(SCC(=O)NNC(=S)Nc3ccccc3)n2C2CCCCC2)cc1,nt,6.2,nt,16.8,-6.5,2.9,nt,2.8,-3.3,6.6
Nc1[nH]c2cc(C(F)(F)F)ccc2c1C(=O)NC1CCCCC1,nt,-3.0,nt,3.0,3.2,2.0,nt,-3.1,-4.8,7.3
O=S(=O)(c1ccc(N2CCOCC2)c(Cl)c1)N1CCOCC1,-0.6,-2.1,-4.2,3.1,0.1,-3.5,5.3,-0.4,5.8,-3.9
COc1ccc(N(CC(=O)N2CCc3ccccc3C2)S(=O)(=O)c2c(C)nn(C)c2C)cc1,-1.5,-4.6,-2.2,5.2,-0.5,0.5,-5.7,0.4,7.4,-5.2
CCOc1ccccc1NC(=O)c1ccc(OCC)c([N+](=O)[O-])c1,-1.1,-0.5,9.4,-5.2,0.2,2.0,4.9,-3.5,0.9,9.5
COc1ccc(/C=N/NC(=O)COc2ccc(Cl)cc2Cl)cc1Cn1nc(C)cc1C,-2.6,4.5,1.8,-9.8,1.8,-17.1,-6.2,-1.8,5.7,-20.4
CCN1C(=O)C(=O)N(CC(=O)N(C)CC(=O)Nc2ccccc2Cl)C1=O,0.6,4.7,2.2,4.3,-0.6,-0.3,2.4,1.7,10.3,-1.7
CCN(CC)C(=O)CSc1nc(N)c(C(=O)Nc2ccc(OC)cc2)s1,-2.0,-6.8,-0.6,2.5,-1.5,-4.2,4.0,-1.3,11.0,2.6
CCCn1c(CCNC(=O)c2ccco2)nc2ccccc21,2.1,2.8,3.7,3.7,-2.2,-0.7,0.8,1.6,5.2,-6.2
CC(C)(C)c1ccc(C(=O)Nc2cc(Cl)c(F)cc2C(=O)O)cc1,nt,-6.6,nt,-43.9,2.3,-4.7,nt,5.5,8.5,-21.3
O=C(CC(c1ccccc1)c1ccccc1)Nc1ccncc1,-1.5,-2.2,0.2,-15.1,0.9,2.6,-24.3,-1.8,15.9,-6.6
CCC(C)[C@H](NC(=O)NC1CC1)C(=O)O (some centres not stated),-1.5,-2.4,-6.3,-6.2,0.6,1.2,1.2,-0.2,-21.8,-2.2
O=C1NC(=O)c2cc(NC(=O)C3CCCCC3)ccc21,-0.4,0.3,3.9,7.6,3.8,-0.6,-1.9,2.8,4.7,-5.0
Cc1ccc(NC(=O)CNC(=O)c2ccc(OC(F)F)cc2)cc1S(=O)(=O)N1CCCCCC1,0.8,4.2,4.0,-14.6,-2.8,-7.5,-34.1,-0.3,8.4,-40.7
COc1cccc(NC(=O)CC2SC(=Nc3ccccc3)NC2=O)c1 (configuration not stated),0.2,-0.3,0.3,-3.1,0.1,-1.0,-6.6,-0.3,1.3,4.3
CCOc1ccc(CN2CCN(Cc3cc4ccccc4o3)CC2CCO)cc1 (configuration not stated),-1.1,0.8,1.6,0.8,2.6,0.4,4.1,0.7,7.0,3.4
CCc1cccc(OCC(=O)Nc2ccccc2N2CCCC2)c1,-1.5,-6.8,8.3,5.4,-3.8,3.7,-12.2,0.6,2.7,-0.4
Cc1cc(C)n(-c2ccc(C(=O)OCC(=O)Nc3ccc(Cl)cc3[N+](=O)[O-])cc2)n1,-0.7,-0.3,-5.7,3.4,3.0,-1.6,2.2,3.2,-2.3,5.1
O=C(COC(=O)c1cc[n+]([O-])cc1)Nc1c(Cl)cccc1C(F)(F)F,0.8,-8.8,-5.3,1.2,0.7,-0.7,2.3,3.0,3.9,4.7
Cc1cc(C)n(Cc2n[nH]c(=S)n2Cc2ccccc2)n1,-2.7,-4.7,-1.4,-0.4,-5.0,-1.7,1.2,-2.0,-0.7,6.8
COc1cccc(CN2CCNC(=O)C2CC(=O)NCCn2nc(C)cc2C)c1OC (configuration not stated),1.1,-0.8,-8.6,3.4,-0.5,-7.9,5.4,5.1,-12.0,-4.2
CCc1ccc(OCCOCC(O)CN2CCN(Cc3ccc(Cl)cc3)CC2)cc1 (configuration not stated),-0.4,-1.9,6.8,8.1,-0.8,0.4,-0.4,-0.5,1.9,-4.3
Nc1nnc(CC(=O)N2CCCCC2)s1,-1.8,-2.1,-1.0,-0.7,4.6,0.2,9.0,-1.5,-2.3,-9.1
O=[N+]([O-])c1ccc(Sc2cccc3cccnc23)cc1,-0.4,3.1,6.2,-6.2,-2.5,-5.2,-8.6,1.9,-1.4,-8.1
CC(NC(=O)[C@@H](C)NC(=O)[C@@H]1Cc2ccccc2CN1C(=O)OC(C)(C)C)c1ccccc1 (some centres not stated),-1.0,2.9,10.8,2.9,-1.9,-2.5,5.0,-1.4,-8.1,2.3
CC(NC(=O)[C@H](Cc1c[nH]c2ccccc12)NC(=O)[C@@H]1Cc2ccccc2CN1)c1ccccc1 (some centres not stated),-0.5,3.7,0.9,6.7,-0.9,0.2,-9.1,-1.9,-3.3,6.2
COc1ccc(C(=O)OCC(=O)NC2CC2)cc1S(=O)(=O)N1CCOCC1,-1.9,-7.2,3.4,-10.4,2.6,5.8,-0.7,-4.1,-13.8,-8.3
CN(C)C(=O)c1ccc(N/C=C(\C=O)c2nc3ccccc3o2)cc1,0.5,-4.2,1.2,0.7,-0.3,-0.1,-2.9,-3.5,1.8,0.1
CN(C)c1ccc(NC(=O)COC(=O)c2cc(=O)c3ccccc3o2)cc1,-3.9,-0.6,-2.1,3.1,0.2,0.2,1.6,4.5,3.1,-1.4
COc1ccc(OC)c(CCNC(=O)CSc2ccsc2[N+](=O)[O-])c1,0.2,2.2,-3.4,1.5,4.2,2.4,6.0,6.5,-17.6,-2.0
CCN1C(=O)c2cccc3c(S(=O)(=O)NCCc4c[nH]c5ccccc45)ccc1c23,-2.3,2.6,2.7,-0.9,-3.0,-0.9,-8.6,1.1,3.7,6.8

Grouped by structure: the compounds so far with bromine.
SMILES,PG9 Ab binder,DDE Tn7 FP inh,TCR-CD3 inh,ABHD4 inh,UHRF1 binding,LEDGF integ inh,HTRA1 inh,PRMT1 inh,TDP2 inh,SIAE primary
CC1=Nc2cc(C(=O)NCC3CCCO3)ccc2Sc2ccc(Br)cc21 (configuration not stated),-1.4,-2.6,2.0,-9.0,-1.4,-0.5,-7.7,-0.4,2.3,3.0
O=C(O)c1ccc(NC(=O)c2ccccc2NC(=O)c2ccccc2Br)cc1,-0.1,1.1,3.1,-8.9,0.4,-0.4,-4.8,3.0,-15.4,-3.6
